Screens as filed in PubChem BioAssay.
GLP1R cytotox: cytotoxicity in counter-screen for GLP-1R inverse agonists; actives 0.13% (n = 410,000); HEK293 cAMP-luciferase reporter cells, luminescence, 24 h; Potency, µM (top dose mostly 38.3 µM), without a hit: at the highest dose activity change, negative = inhibition, hits mostly inhibitors;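 further: loss of luciferase light is scored as toxicity; potency means the concentration at half of the fitted maximal effect; on the % scale 0 is the no-effect control and ±100 the full control effect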
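Cells in DMEM/10% Nu serum/1% pen-strep, 1536-well format. Pre-incubated 12 h, dosed with 23 nL compound, incubated a further 24 h. Luciferase detection, 12 min at room temp, luminescence.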
IL2 activator: activates IL-2 in a cell-based reporter assay | IL-2 activation reporter assay, cell-based qHTS; stimulated with anti-CD3/CD4/CD28 beads; in transgenic mouse T cells | activation, % (series mostly up to about 46 µM) | actives 0.065% (n = 360,000); in the data active means activation above about 50%; inconclusive means mostly about 30% to 49%; further: 0% is about no effect
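Unstimulated transgenic mouse T cells, 750 per well, received compound and, after 60 minutes, anti-CD3/anti-CD4 bead plus anti-CD28 stimulation. EGFP and DsRed were quantified after 18 hours.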
GLP-1R inv ag: acts as inverse agonist at human GLP-1 receptor; AID 624417; Potency, µM (series often up to 38.3 µM), inactives show at the highest dose activity change, negative = inhibition, usual class: inhibitors; HEK293 GLP-1R CRE-luciferase, luminescence, 24 h; GLP-1R form is constitutively active; actives 1.6% (n = 410,000); P43220; further: potency means the concentration at half of the fitted maximal effect; on the % scale 0 is the no-effect control and ±100 the full control effect; nearly all actives have a fitted effect of over 55% in size
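Stable HEK293 clone (constitutively active GLP-1R + cAMP-response luciferase); 200 cells/uL plated, 12 h pre-culture, compound 24 hr, 37 deg C/5% CO2; detection reagent 12 min RT; luminescence.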
GLP-1R agonist: activates the human GLP-1 receptor | P43220 | HEK293 GLP-1R CRE-luciferase, luminescence, 4-6 h; cells express a hypersensitive GLP-1R form | Potency, µM (doses to about 45.6 µM), inactives show top-dose activation, usual class: activators | actives 0.007% (n = 380,000) | AID 624172; further: potency means the concentration at half of the fitted maximal effect; % of control where 0% means no effect
EPAC1 antagonist: EPAC1 (human) antagonism | O95398 | EPAC1 GEF assay, Rap1b-BODIPY-GDP exchange fluorescence | Potency, µM (highest dose often 115 µM), without a hit: at the top dose activity change, negative = inhibition, usual class: inhibitors | actives 0.14% (n = 360,000) | AID 720709;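 further: potency means the concentration at half of the fitted maximal effect; plate controls were vehicle for no effect and positive control for full effect; nearly all actives have a fitted effect of over 50% in size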
Target sequence (O95398 whole entry, looked up): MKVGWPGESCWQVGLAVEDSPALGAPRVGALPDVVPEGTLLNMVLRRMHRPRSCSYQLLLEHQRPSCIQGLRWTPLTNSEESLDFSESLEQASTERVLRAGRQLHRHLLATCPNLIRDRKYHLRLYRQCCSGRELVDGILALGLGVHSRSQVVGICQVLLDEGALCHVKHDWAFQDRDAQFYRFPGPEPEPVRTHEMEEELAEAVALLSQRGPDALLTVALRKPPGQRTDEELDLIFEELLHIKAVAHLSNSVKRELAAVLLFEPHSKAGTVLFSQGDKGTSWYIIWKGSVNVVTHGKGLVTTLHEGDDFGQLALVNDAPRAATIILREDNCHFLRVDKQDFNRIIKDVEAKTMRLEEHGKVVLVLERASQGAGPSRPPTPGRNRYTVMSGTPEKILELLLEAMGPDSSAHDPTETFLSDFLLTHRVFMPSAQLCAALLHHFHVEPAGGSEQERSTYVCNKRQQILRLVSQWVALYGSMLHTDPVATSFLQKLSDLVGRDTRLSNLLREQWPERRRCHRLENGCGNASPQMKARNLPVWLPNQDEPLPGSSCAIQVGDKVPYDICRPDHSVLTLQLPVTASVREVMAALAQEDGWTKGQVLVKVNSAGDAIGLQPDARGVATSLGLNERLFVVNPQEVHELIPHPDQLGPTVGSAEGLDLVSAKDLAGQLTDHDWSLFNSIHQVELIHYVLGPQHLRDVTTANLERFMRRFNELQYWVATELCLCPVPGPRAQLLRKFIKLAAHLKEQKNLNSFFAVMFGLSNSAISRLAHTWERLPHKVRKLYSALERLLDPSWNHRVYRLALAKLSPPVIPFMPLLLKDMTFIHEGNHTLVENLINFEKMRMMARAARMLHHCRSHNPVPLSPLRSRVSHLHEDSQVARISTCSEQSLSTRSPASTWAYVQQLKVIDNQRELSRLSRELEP
PI5P4Ka inh: inhibitors of human PI5P4K alpha. P48426. PI5P4Kalpha enzyme, ADP-Glo luminescence, 60 min; hits give low values. max response, %. actives 1.2% (n = 330,000). AID 652105; active means max response of -50% or lower; inconclusive means between -30% and -50%; inactive means -30% or higher; further: value at the top dose of about 77 µM; on the % scale 0 is the no-effect control and ±100 the full control effect
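PI5P4Kalpha ADP-Glo assay; 5 microM ATP final; 60 min RT reaction; HEPES pH 7.4/EGTA/CHAPS, 5% DMSO; controls lacking substrate or enzyme; luminescent end-point.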
PLK1 PBD inh: blocks phosphopeptide binding to human PLK1 polo-box domain; Plk1 PBD binding of FITC phosphopeptide, fluorescence polarization; Potency, µM, inactives show max response, negative = inhibition, actives largely listed as inhibitors; actives 2.8% (n = 360,000); AID 720504; further: potency means the concentration at half of the fitted maximal effect; series mostly up to about 57 µM; on the % scale 0 is the no-effect control and ±100 the full control effect; nearly all actives have a fitted effect of over 65% in size
EPAC1 ag: agonists of human EPAC1. O95398. EPAC1 agonist qHTS, biochemical assay; response scale: 100% = response to 6.5 mM cAMP. Potency, µM (top dose mostly 154 µM), without a hit: top-dose activation, usual class: activators. actives 0.073% (n = 360,000). AID 720707; further: potency means the concentration at half of the fitted maximal effect; nearly all actives have a fitted effect of over 60% in size
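Normalized to 6.5 mM cAMP, activity reflects EPAC1-catalysed release of BODIPY-GDP from Rap1B, followed kinetically over 30 min at 480 nm excitation, 540 nm emission. Reaction contained 100 nM EPAC1, 250 nM Rap1B-BODIPY-GDP, 50 uM GDP.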
PTHR1 agonist: agonists of human PTHR1 parathyroid hormone receptor. AID 743266. Potency, µM (top dose mostly 115 µM), without a hit: top-dose activation, most hits filed as activators. HEK293 GP2 PTHR1 cells, GloSensor cAMP luminescence, 1 h. actives 0.075% (n = 410,000); further: potency means the concentration at half of the fitted maximal effect; nearly all actives have a fitted effect of over 55% in size; some results filed as inactive show a strong effect at the top dose; inactives centre near -15; many of its hits are not listed in these tables
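HEK-293-derived GP2 cells expressing PTHR1 and a GloSensor cAMP reporter, 3,000/well, plated overnight, given luciferin plus IBMX (each 0.5 mM as added) for 1 h at 37 °C, then compound for 1 h at 37 °C. Luminescence was read after 15 min at room temperature.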
* hit, by the source's call; i = inactive; ? = inconclusive; . = no result given; [ ] = remark or other dose. Unless noted, the call rests on the fitted dose curve; in most records, active means well fitted curve in the direction sought with a large enough effect; inconclusive means small, poorly fitted or top-dose-only effect, or another doubt; inactive means no such curve, though single readings can be large; an effect the other way counts as inactive or inconclusive. Some of the compounds tested, so the mix of outcomes need not match the whole.

SMILES	GLP-1R inv ag	GLP-1R agonist	PLK1 PBD inh	GLP1R cytotox	PI5P4Ka inh	PTHR1 agonist	EPAC1 antagonist	IL2 activator	EPAC1 ag
C/C(=N\NC(=O)Cn1ccc(C(F)(F)F)n1)c1ccco1	37%[activator]	5%	2%	10%	0	i	3%	-1.5	3%
CCc1nnc(NC(=O)CSc2nnc3ncccn23)s1	0%	-9%	-3%	12%	.	i	8%	-1.1	-4%
CN(C(=O)COC(=O)c1cc2ccccc2cc1O)C1CCCCC1	?	19%	-5%	5%	6	-38%[inhibitor]	-4%	0.6	21%
O=C(O)c1ccc(C2(c3ccc(C(=O)O)cc3)OC(=O)c3ccccc32)cc1	11%	-1%	1%	1%	-1	-96%[inhibitor]	4%	0.2	2%
Cc1cc2cc(CNC(=O)c3ccc(Br)o3)ccc2[nH]1	2%	-2%	-4%	-16%	?	-63%[inhibitor]	-19%	-1.4	1%
O=C1CCC(C(=O)N2CCN(c3cnccn3)CC2)CN1CCc1ccccc1 (stereo not drawn)	13%	0%	7%	-1%	1	-9%	11%	-1.0	-6%
COc1cc(OC)cc(C(=O)Nc2ccc(C(=O)NCC3CCCO3)cc2)c1 (stereo not drawn)	-2%	2%	2%	1%	-4	-18%	-9%	-1.0	6%
COc1ccc(CNCC(O)COc2ccc(C)cc2[N+](=O)[O-])cc1 (stereo not drawn)	-22%	-5%	-20%	-13%	2	-15%	4%	-4.0	-12%
Cc1cc(C)c(NC(=O)c2ccccc2N(C)S(C)(=O)=O)c(C)c1	9%	-5%	-3%	-13%	.	-4%[57.5 µM]	12%	-0.8	-2%
CC1CCC(NC(=O)CN2C(=O)NC(C)(C)C2=O)CC1 (stereo not drawn)	15%	-8%	-3%	9%	-3	i	-9%	1.8	-3%
Cn1nc(C(F)(F)F)c2cc(C(=O)Nc3ccc(F)c(Cl)c3)sc21	?	14%	-2%	-11%	6	i	-25%	-0.7	7%
CCCCc1cc(=O)oc2cc(C)cc(OC(C)C(=O)NC(Cc3c[nH]c4ccc(O)cc34)C(=O)O)c12 (stereo not drawn)	2%	3%	-15%	-8%	1	-25%	-12%	0.5	-18%
O=C(Cn1c(=O)oc2ccccc21)N1CCN(S(=O)(=O)c2ccccc2)CC1	7%	-1%	7%	2%	1	-3%	-1%	1.2	0%
Cc1cc(SCC2=NNC(=O)C2)c(Cl)cc1Cl	-3%	-1%	-8%	-8%	-9	-26%	-25%	1.8	-3%
CCOC(=O)c1sc(NC(C)=O)nc1C	-2%	-1%	27µM*	13%	.	i	13%	-1.4	6%
CC[C@@H]1C(c2ccccc2)=NN(c2ccccc2)[C@H]1C(=O)N1CCOC1=O	?	0%	15%	119%[activator]	7	-28%	-4%	-0.8	-3%
CCOC(=O)c1c(C)[nH]c(C)c1C(=O)COC(=O)c1cccc(C)c1O	?	5%	-7%	-5%	8	-55%[inhibitor]	-17%	0.8	7%
O=C(c1ccccc1)c1ccc(O)cc1O	5%	10%	12µM*	-4%	-5	-30%[inhibitor]	107%[activator]	11	100µM*
CCC(c1nc2ccccc2c(=O)n1-c1nc2ccccc2s1)N1C(=O)c2ccccc2C1=O (stereo not drawn)	-25%	-11%	-29%	0%	-5	i	-16%	-0.2	19%
Cn1cc(C(=O)CCl)c2ccccc21	?	0%	24µM*	?	0	-52%[inhibitor]	-11%	-1.2	4%
O=C(O)c1cc2c([nH]c1=O)CCCC2	15%	-7%	-9%	-21%	1	-5%[57.5 µM]	11%	-2.0	8%
CCNC(=O)C1(C)CCN1CCC(=O)c1ccc(C)cc1 (stereo not drawn)	19%	6%	-16%	3%	-7	-20%	1%	-1.0	-1%
CC(C)CCNC(=O)CNC(=O)c1cccs1	0%	-9%	-6%	1%	.	-8%	-2%	1.0	12%
CCCCC1=C(C(=O)OCC)C(C(=O)OCC)Oc2ccccc21 (stereo not drawn)	?	12%	-5%	-1%	-1	i	-3%	0.0	-13%
CC(=O)NCCc1ccc(C(=O)COC(=O)c2ccco2)cc1	4%	-32%[inhibitor]	0%	14%	-12	-24%	1%	-3.2	-2%
COc1cccc(-c2nc(CS(=O)(=O)CC(=O)Nc3ccccc3C)c(C)o2)c1	?	5%	-9%	-1%	3	-50%[inhibitor]	-3%	-3.9	-4%
O=C(CC[C@H]1O[C@@H](n2ccc(=O)[nH]c2=O)[C@H](O)[C@@H]1O)NCCc1c[nH]c2ccccc12	12%	-1%	8%	2%	1	-18%	-9%	-0.4	1%
COc1ccc(Cl)cc1N(C(=O)c1ccco1)C(C(=O)NC1CCCC1)c1ccncc1 (stereo not drawn)	10%	10%	-6%	2%	-2	i	11%	1.1	2%
CCCCC(O)(c1ccc(OC)cc1)C(CN1CCOCC1)c1ccccc1 (stereo not drawn)	?	9%	3%	-26%	1	i	-29%	-0.4	-1%
COc1cc(C(=O)N/N=C(\C)Cn2nc([N+](=O)[O-])cc2C)ccc1O	32%	-1%	-6%	0%	-6	i	-7%	-0.8	0%
COc1ccc(C(=O)OCc2ccccc2C#N)cc1S(=O)(=O)N1CCOCC1	14%	?	7%	-5%	-1	-2%	-3%	0.1	4%
COc1ccc(CCNC(=O)C2(c3ccccc3)CC2)cc1	?	6%	-1%	-2%	3	i	-26%	1.3	17%
C[C@H](NC(=O)C1CCN(S(=O)(=O)c2ccccc2)CC1)C(=O)NCc1ccc(Cl)cc1Cl	?	9%	-10%	-6%	1	-48%[inhibitor]	?	-4.3	-4%
CC(=O)c1ccccc1NC(=O)CSc1n[nH]c(=O)n1C1CC1	9%	6%	-3%	13%	2	i	0%	-0.8	7%
CC(=O)c1ccc(NC(=O)CC2S/C(=N/N=C3CCCCCC3)NC2=O)cc1 (stereo not drawn)	7%	9%	-10%	-10%	-3	-10%	17%	-2.1	8%
Cc1cc(=O)[nH]c(SCC(=O)Nc2nonc2C)n1	-19%	5%	-3%	-14%	-4	-20%	8%	1.3	3%
O=C(C[n+]1cc(-c2ccc(Cl)cc2)n2c1CCC2)Nc1nc(-c2ccc(F)cc2)cs1	6%	-6%	4%	-9%	2	-44%	0%	1.0	-3%
O=C(CCCn1c(=O)[nH]c2ccc(Br)cc2c1=O)N1CCN(c2cccc(Cl)c2)CC1	-25%	-1%	.	5%	.	-96%[inhibitor]	.	.	.
Cc1oc(-c2ccc(Cl)cc2)nc1CN1CCCC(C(=O)NCc2ccco2)C1 (stereo not drawn)	-30%	4%	-6%	-14%	-2	-14%[57.5 µM]	-5%	-2.3	6%
C=CCn1c(NC(=O)c2ccc(C)cc2)nc2ccccc21	11%	7%	-3%	-9%	2	-8%	8%	-2.8	-8%
CN(C(=O)c1cccc(NC(=O)Cc2cccc(NC(=O)C3CCN(C(=O)C4CCCCC4)CC3)c2)c1)C1CC1	-19%	-1%	-8%	6%	6	-9%	-20%	0.0	-3%
CCCNS(=O)(=O)c1ccc(OCC(=O)OC)cc1	0%	-10%	-4%	0%	.	2%[57.5 µM]	1%	0.4	4%
COc1ccc(-c2cc(C(=O)Nc3ccc(Cl)cc3Cl)c3ccccc3n2)cc1OC	-2%	1%	-4%	-11%	8	-22%	-1%	-0.6	-11%
O=C(Cc1ccccc1)NCC(=O)N1CCC1	-25%	1%	-3%	4%	1	13%	?	-0.5	-9%
CCn1c(SCC(=O)Nc2ccc(NC(C)=O)cc2)nc2c([nH]c3ccccc32)c1=O	12%	-6%	-5%	-5%	6	i	0%	-2.3	3%
O=C(NCCCN1CCCCC1)C1CCCN(c2ncnc3c2nc2n3CCCCC2)C1 (stereo not drawn)	10%	8%	-13%	-6%	0	i	-3%	-0.5	4%
Oc1ccccc1Oc1ncc(Br)c(N2CCOCC2)n1	?	7%	-1%	3%	1	i	-7%	2.3	0%
COC(=O)C[C@H]1c2cc(C(F)(F)F)ccc2S(=O)(=O)N1Cc1ccc(OC)cc1	-4%	2%	3%	-7%	-1	-79%[inhibitor]	-5%	-0.4	4%
CCOC(=O)c1ccc(NC(=O)C(=O)NCC2(c3ccc(OC)cc3)CCOCC2)cc1	-2%	-3%	-1%	5%	5	-10%	0%	0.0	8%
O=C(CCNS(=O)(=O)c1ccc(Br)s1)Nc1ccc(Cl)cc1	-1%	-3%	1%	?	.	-17%	6%	-0.7	6%
Cc1c(NC(=O)CSc2ccccn2)c(=O)n(-c2ccccc2)n1C	-1%	-6%	-17%	9%	2	i	-10%	-2.1	1%
CC(c1ccccc1F)n1cc(C(=O)NCCCn2ccnc2)nn1 (stereo not drawn)	?	1%	-8%	12%	9	-9%	0%	1.1	5%
Cc1cccc(NC(=S)NCC23C=CC(O2)C2C(=O)N(c4ccc(Cl)cc4)C(=O)C23)c1 (stereo not drawn)	?	0%	-13%	5%	-1	i	-21%	-4.2	-1%
CC1=C(C(=O)OCC2CCCO2)C(c2ccsc2)C2=C(CCCC2=O)N1 (stereo not drawn)	7%	0%	0%	6%	7	-8%	0%	4.2	0%
CCOC(=O)C1CCCN(C(=O)Cn2cccc2C(=O)c2ccccc2)C1 (stereo not drawn)	-1%	3%	-2%	-9%	-3	-4%[57.5 µM]	-1%	0.9	1%
COC(=O)/C(C#N)=C/c1c(Oc2cccc(C)c2C)nc2ccccn2c1=O	4%	1%	3%	-5%	-8	-24%	15%	1.1	-4%
